KDM5B inhibitor: Primary screen for KDM5B Histone Demethylases FDH-coupled qHTS. KDM5B demethylase, FDH-coupled NADH fluorescence (FDH is formaldehyde dehydrogenase). Potency, µM (titrated, usually from 57.7 µM), for the others: at the top dose activity change, negative = inhibition, most hits filed as inhibitors. actives 2.6% (n = 220,000); active = well fitted inhibition curve with a large enough effect; inconclusive = small, poorly fitted or top-dose-only effect; inactive = no such curve, though single readings can be large or run the other way; also: 0% is about no effect; nearly all actives have a fitted effect of over 70% in size
Target sequence (Q9UGL1 whole entry, looked up): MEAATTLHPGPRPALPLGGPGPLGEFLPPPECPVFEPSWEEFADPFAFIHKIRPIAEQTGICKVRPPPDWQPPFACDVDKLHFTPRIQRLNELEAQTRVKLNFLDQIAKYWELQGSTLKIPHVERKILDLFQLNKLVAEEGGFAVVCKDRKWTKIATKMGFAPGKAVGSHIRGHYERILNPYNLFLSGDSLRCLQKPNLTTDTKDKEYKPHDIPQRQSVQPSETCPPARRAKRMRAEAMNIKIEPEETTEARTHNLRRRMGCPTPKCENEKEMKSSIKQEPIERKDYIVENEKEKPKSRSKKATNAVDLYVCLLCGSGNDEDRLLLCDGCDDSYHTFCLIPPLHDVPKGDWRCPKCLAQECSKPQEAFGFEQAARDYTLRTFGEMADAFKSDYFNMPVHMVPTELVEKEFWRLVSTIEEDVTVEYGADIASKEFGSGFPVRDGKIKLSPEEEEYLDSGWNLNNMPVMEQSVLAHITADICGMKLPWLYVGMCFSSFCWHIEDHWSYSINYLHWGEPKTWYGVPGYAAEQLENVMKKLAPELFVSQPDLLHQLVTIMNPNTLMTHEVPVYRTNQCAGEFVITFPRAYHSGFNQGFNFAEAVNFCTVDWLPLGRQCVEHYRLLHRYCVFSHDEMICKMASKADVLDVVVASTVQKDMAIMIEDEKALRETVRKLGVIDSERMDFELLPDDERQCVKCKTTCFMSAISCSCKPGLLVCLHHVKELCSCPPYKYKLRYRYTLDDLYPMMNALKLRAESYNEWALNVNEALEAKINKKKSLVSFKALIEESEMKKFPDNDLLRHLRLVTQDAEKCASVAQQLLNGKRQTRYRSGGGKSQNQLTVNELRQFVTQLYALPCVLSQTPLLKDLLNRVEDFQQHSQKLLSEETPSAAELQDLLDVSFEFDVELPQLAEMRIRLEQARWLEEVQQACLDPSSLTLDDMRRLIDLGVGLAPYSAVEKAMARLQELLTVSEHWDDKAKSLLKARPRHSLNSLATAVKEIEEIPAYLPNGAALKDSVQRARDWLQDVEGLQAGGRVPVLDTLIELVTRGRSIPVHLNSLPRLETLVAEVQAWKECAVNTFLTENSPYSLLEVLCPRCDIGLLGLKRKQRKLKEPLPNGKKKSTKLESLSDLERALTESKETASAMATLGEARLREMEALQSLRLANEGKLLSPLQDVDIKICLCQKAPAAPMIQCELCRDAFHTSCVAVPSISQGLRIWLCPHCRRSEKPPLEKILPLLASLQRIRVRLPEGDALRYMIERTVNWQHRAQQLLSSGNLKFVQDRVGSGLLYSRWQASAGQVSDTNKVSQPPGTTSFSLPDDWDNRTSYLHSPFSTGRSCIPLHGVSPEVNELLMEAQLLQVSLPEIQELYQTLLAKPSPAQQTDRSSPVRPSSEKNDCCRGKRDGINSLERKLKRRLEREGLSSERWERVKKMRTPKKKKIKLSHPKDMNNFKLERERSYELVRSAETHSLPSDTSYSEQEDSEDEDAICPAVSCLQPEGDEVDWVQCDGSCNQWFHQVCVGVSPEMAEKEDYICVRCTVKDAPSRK
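Inhibition is measured as reduced NADH fluorescence generation from FDH coupling to formaldehyde release. Truncated KDM5BΔAP at 200 nM final acts on H3K4me3 peptide (12.5 µM in substrate mix) in pH 7.5 HEPES buffer with Tween-20, 30 min, room temperature.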
* hit, by the source's call; ? = inconclusive; & = joins results of further samples; [ ] = dose if it differs, or a comment. Potency is read from the fitted curve at half-maximal effect. A portion of the library; rates above refer to the full screens.

KDM5B inhibitor	Molecule
-7%	COC(=O)c1ccc(S(=O)(=O)Nc2cccc(C(=O)OC)c2)cc1
?	Cc1nc(-c2ccc(S(=O)(=O)N3CCN(c4ccccc4F)CC3)cc2)co1
12%	COCCCNC(=O)/C(C#N)=C/c1c(N2CCCCCC2)nc2ccccn2c1=O
-8%[115 µM]	CC1(C)[C@H](Cc2cc(CCO)on2)C[C@@H]1NCC1CC1
-10%	Cc1ccc(-c2nc3sc(CCNC(=O)c4ccc(Br)o4)c(C)n3n2)cc1
-6%	O=C(CCSCc1cccc(Cl)c1)N1CCN(c2ccc(Cl)cc2)CC1
-8%	Cc1ccc(NC(=O)N2CCC(Oc3ncccc3C(=O)N3CCCCC3)C2)cc1 (stereo unspecified)
4%	COc1ccc2c(c1)CC(C(=O)NCCc1ccc(S(N)(=O)=O)cc1)CO2 (stereo unspecified)
12%	Cn1cc(S(=O)(=O)N2CCCC(C(=O)Nc3ccn(Cc4c(F)cccc4Cl)n3)C2)cn1 (stereo unspecified)
8%	Cc1ccc(NC2(c3nnnn3-c3ccccc3C)CCCCC2)c(C)c1
0%	COc1cccc(OC)c1C(=O)Nc1c(C(=O)N2CCN(Cc3ccccc3)CC2)oc2ccccc12
1%	CCCNc1nc2ccccc2nc1C(=O)Nc1cccc(Cl)c1
13%	Cc1ccc(C(=O)COC(=O)/C=C/c2ccccc2)cc1
0%	O=C(COC(=O)C1CC2CCCC(C1)C2=O)NC(=O)c1ccc(OC(F)F)cc1 (stereo unspecified)
-18%	CC(C)CNC(=O)COC(=O)c1cc(Cl)cc(Cl)c1
-24%	CCOC(=O)C1CCN(C(c2ccc(C)cc2)c2sc3nc(-c4ccco4)nn3c2O)CC1 (stereo unspecified)
-10%	CCCCc1ccc(-n2nnnc2SCC(=O)Nc2ccc3c(c2)OCO3)cc1
32µM*	CN(C)C[C@@H]1CN(c2ccccn2)C[C@H]1NC(=O)CC1=CCCCC1
?	O=C(NNC(=S)Nc1ccc(F)cc1)C(c1ccccc1)c1ccccc1
13%	CN(Cc1ccc(C(F)(F)F)cc1)C(=O)CCc1c[nH]c2ccccc12
14%	COc1ccccc1N=Nc1c(C)noc1C
13%	COc1ccc(CCNc2ncnc3c2nnn3C)cc1OC
-16%	COc1cc(OC)c(NC(=O)Cn2c(=O)oc3cc(S(=O)(=O)N4CCCC4)ccc32)cc1Cl
-25%	CC(C)=CC(=O)N1C[C@@H](NC(=O)Nc2ccc(F)cc2F)C[C@H]1C(=O)N[C@H](Cc1c[nH]c2ccccc12)C(N)=O
5%	CCOC(=O)c1cnc2ccc(OC)cc2c1Nc1ccc(OC)cc1
-25%	CCOCCc1nn2c(=O)cc(COC(=O)c3ccc(NC(=O)C4CCCCC4)cc3)nc2s1
11%	Cc1ccc(Cc2sc(N)nc2C)cc1
23%	CCCCCCCCCCCCSCCC(N)=O
9%	CS(=O)(=O)N1CCN(C(C(=O)O)c2c[nH]c3ccc(Cl)cc23)CC1 (stereo unspecified)
-2%	CCn1cc(S(=O)(=O)c2ccccc2)c(=O)c2cc(F)c(N3CCCCCC3)cc21
-8%	Cc1nc(-c2c3n(c(=O)n(CC(=O)Nc4ccc(Cl)cc4)c2=O)CCCCC3)no1
?	O[C@@H]1[C@@H](Cn2cc(-c3cccnc3)nn2)C[C@@H](NCc2nccs2)[C@@H]1O
-18%	Cc1nc2c(c(C)nn2C(C)(C)C)c(C)c1CCC(=O)Nc1ccc(F)cc1
-3%	O=C1CN(c2nc(-c3ccccc3)nc3ccccc23)CCN1
-6%	COCCn1c(SCCOc2cccc(Br)c2)nnc1-c1ccncc1
?	Cc1cc(Nc2cccc(C(F)(F)F)c2)nc2ccc(NC(=O)Cc3ccc(Cl)cc3)cc12
34%[activator]	CN1CCCCCCN(C(=O)COc2ccccc2)[C@H]2CCC[C@H]2C1=O
16%	COCCN1C(=O)C(=O)/C(=C(/O)c2ccc(OC)c(C)c2)C1c1ccc(Cl)cc1Cl (stereo unspecified)
-13%	CCOC(=O)c1ccc2ncc(C(=O)OCC)c(NCCCOC(=O)c3ccc(Cl)cc3)c2c1
?	CN1CCN(C(C(=O)O)c2cn(Cc3ccccc3)c3cc(C(=O)O)ccc23)CC1 (stereo unspecified)
18%	CN1CCN(c2ccc3c(c2)Oc2ccccc2CN(Cc2cn(Cc4ccc(C(F)(F)F)cc4)nn2)S3(=O)=O)CC1
18%	Cc1cc(C(=O)N2CCC3(CC2)CC(N2CCN(CC(C)C)CC2)CCO3)n[nH]1 (stereo unspecified)
?	CCOC(=O)c1cc(OC(=O)c2cc(Cl)ccc2OC)n(-c2ccccc2)n1
-8%	CCC[C@@H]1CN(c2cc(NCCO)ncn2)C[C@H]1C(=O)O
8%	CCOc1ccccc1CN1CCN(S(=O)(=O)c2ccccc2)CC1
22%	O=C(O)c1cc(-c2ccccc2)n[nH]1
-1%[115 µM]	CC(C)CCN1C[C@@H]2C[C@H]1C(=O)N(C)c1ccccc1O2
?	COC1CCN(C(=O)c2ccnc(-c3nnc4ccc(N(C)C)nn34)c2)CC1
-1%	COC(=O)[C@@H](NC(=O)Nc1ccc(OC)c(Cl)c1)C(C)C
-14%	O=C(CNC(=O)c1cccc(-n2cnnn2)c1)Nc1ccc(F)c(F)c1
-11%	Cc1nn(-c2ccccc2)c(C)c1CN(C)S(=O)(=O)c1c(Cl)cccc1Cl
23%[149 µM]	CC(C)NC(=O)C1=NOC2CN(C(=O)c3ccn(C)n3)CC12 (stereo unspecified)
14%[11.5 µM]	CN(C)C(=O)c1ccc(NC(=O)Cn2nc(-c3ccccc3)c3ccccc3c2=O)cc1
-7%	O=C(CS(=O)(=O)c1ccc(Br)cc1)N1CCOCC1
?	CN(Cc1nc2ccsc2c(=O)[nH]1)C(=O)COc1cccc(F)c1
?	CCCOc1ccc(NC(=O)C(CC)Oc2ccccc2F)c2cccnc12 (stereo unspecified)
28µM*	Cc1cccc(CNC(=O)c2c(C)noc2-c2cccs2)c1
-3%	COc1ccc(NC(=S)N2CCN(S(=O)(=O)c3ccc(OC)cc3)CC2)cc1
15%	[N-]=[N+]=CC(=O)C(O)(c1ccccc1)C(Cl)c1ccccc1 (stereo unspecified)
20%	N#Cc1cccc(NC(=O)CN2C(=O)NC3(CCOCC3)C2=O)c1

(list continues)
KDM5B inhibitor	Molecule
12%	Cc1[nH]c(C)c(S(=O)(=O)NCc2ccc(Cl)cc2)c1C(=O)N1CCCC1
-19%	Cc1ccc(-n2nnnc2SC(C(=O)N2CCCC2)c2ccccc2)cc1C (stereo unspecified)
-23%	O=C(Nc1cccc(-c2ccc(N3CCOCC3)nn2)c1)Nc1cc(Cl)ccc1Cl
19%	COc1ccc(Cn2c3c(c(=O)[nH]c2=O)CN(Cc2ccccc2)CN3)cc1
-27%	O=C(/C=C/c1ccccc1Br)c1ccc(O)cc1
26%	CC(C)C(NS(=O)(=O)c1ccccc1)c1cccs1 (stereo unspecified)
1%	C#CC(C)(CC)NC(=O)/C(=C/c1ccccc1)NC(=O)c1ccccc1 (stereo unspecified)
24%	O=C(C1CCCC1)N1CCCC(c2noc(COc3ccccc3)n2)C1 (stereo unspecified)
12%	CCNC(=O)NC(=O)C(C)Sc1cc(C)c2ccccc2n1 (stereo unspecified)
4%	CCCCn1nc(C(=O)Nc2c(C)cccc2CC)c2ccccc2c1=O
16%	CCCCn1c(SCC(=O)NCc2ccccc2)nc2cc(C(=O)OC)ccc2c1=O
4%	C=CCNC(=O)C(NC(=O)c1cccc(OC)c1)C1CCN(C(=O)c2cccc(C)c2)CC1 (stereo unspecified)

An excerpt from above in order of the KDM5B inhibitor value, high to low.
| SMILES | KDM5B inhibitor |
| --- | --- |
| CC(C)C(NS(=O)(=O)c1ccccc1)c1cccs1 (stereo unspecified) | 26% |
| O=C(C1CCCC1)N1CCCC(c2noc(COc3ccccc3)n2)C1 (stereo unspecified) | 24% |
| COc1ccc(Cn2c3c(c(=O)[nH]c2=O)CN(Cc2ccccc2)CN3)cc1 | 19% |
| CCNC(=O)NC(=O)C(C)Sc1cc(C)c2ccccc2n1 (stereo unspecified) | 12% |
| CCCCn1nc(C(=O)Nc2c(C)cccc2CC)c2ccccc2c1=O | 4% |
| C#CC(C)(CC)NC(=O)/C(=C/c1ccccc1)NC(=O)c1ccccc1 (stereo unspecified) | 1% |
| O=C(/C=C/c1ccccc1Br)c1ccc(O)cc1 | -27% |

Later entries
KDM5B inhibitor	Molecule
-30%	COc1ccc(CCNc2nc3c(-c4cccc(C(F)(F)F)c4)nnn3c3ccccc23)cc1OC
-8%	CN1CCN(C(=S)NC(=O)/C=C/c2cccs2)CC1
?	COc1ccc(CNC(=O)c2cc3oc4ccccc4c3n2C)cc1OC
19%	CCc1ccc(NC(=O)CSc2nc3c(c(=O)n2CCc2ccccc2)SCC3)cc1
?	COc1ccc(-c2cc(C(=O)N3CCN(CC(=O)N(C)C)CC3)c3ccccc3n2)cc1
-27%	COCc1nc(-c2nc3c([nH]2)CC(c2ccc(Cl)cc2)CNC3=O)no1 (stereo unspecified)
?	CCCCN(CCCC)c1nc(-c2ccncc2)nc2ccccc12
20%	Cc1ccc(C2(C)NC(=O)N(CC(=O)NC(=O)NC(C)(C)C)C2=O)cc1 (stereo unspecified)
-1%	CC1=C(C(=O)OC(C)(C)C)C(c2cccc3ccccc23)NC(=O)N1 (stereo unspecified)
1%	CCCn1nc(C(=O)N(C)Cc2cccc(OC)c2)c2ccccc2c1=O
12%	COc1cccc(N(CC(=O)NCCSc2ccccn2)S(=O)(=O)c2ccccc2)c1
-20%	Cc1nc(C)c(C(=O)N2CCC(Cc3nc(-c4ccccc4)n[nH]3)CC2)s1
-21%	Cc1cnc(C2CCOCC2)n1CCN
-17%	COCCNC(=O)CSCc1nc(-c2ccc(C)cc2)oc1C
-25%	N#Cc1nc(-c2ccc(S(=O)(=O)N3CCCCCC3)cc2)oc1NC1CCCCC1
13%	O=C(NC1CCN(C(=O)N2CC3CC(C2)[C@H]2CCCC(=O)N2C3)CC1)c1ccc2ccccc2n1 (stereo partly specified)
?	CC1=C[C@@H](CNS(=O)(=O)c2ccc(Cl)cc2)[C@H](C(C)C)C[C@H]1CC(=O)N1CCOCC1
-10%	O=C(NC1CC1)c1ccccc1OC1CN(Cc2cccc(C(F)(F)F)c2)C1
-23%	O=C1[C@H]2CN(Cc3ccc(Br)cc3)C[C@H]2C(=O)N1CCc1ccccc1
3%	S=c1sc2c(s1)SCOCS2
-8%	Cc1ccccc1CCC1CCCN(C(=O)CCN2CCCC2=O)C1 (stereo unspecified)
?	CCc1nn2c(=O)cc(COC(=O)c3ccc(NC(=O)C4CCCCC4)cc3)nc2s1
32µM*	CCOCCCNC(=O)N1CCC(Cc2nc(-c3ccncc3)n[nH]2)CC1
-6%	c1ccc(CNC2(c3nnnn3-c3ccccc3)CCCC2)cc1
?	FC(F)(F)c1cc(-c2cccc(Br)c2)nc2ncnn12
?	CCOC(=O)c1cc(-c2ccccc2)n(CCCC(=O)Nc2ccc(C)c(C)c2)c1C
-10%	Cn1c(SCC(=O)Nc2cc(F)ccc2F)nc2c(=O)[nH]cnc21
18%	CN(C)C(=O)CNS(=O)(=O)c1cc(F)cc(F)c1
8%	COc1cccc(-c2noc(COc3ccc(C(C)(C)C)cc3)n2)c1
-19%	CCOc1cccc(CN2CC(c3nc(Cc4cccnc4)no3)C2)c1
13%	CCOc1ccc(N2CC(c3nc4ccccc4n3CCOc3ccc(CC)cc3)CC2=O)cc1 (stereo unspecified)
8%	CN(C)CCNC(=O)CN1CCN(C(C(=O)O)c2c[nH]c3cc(OCc4ccccc4)ccc23)CC1 (stereo unspecified)
7%	CC(C)CN1C(=O)c2ccccc2C(C(=O)NCc2ccccn2)C12CCCC2 (stereo unspecified)
?	Cc1ccc(NC(=O)c2oc3ccccc3c2C)cc1C
11%	O=C(Cn1nc(C(=O)O)c2ccccc2c1=O)Nc1cccc(Cl)c1
32µM*	O=C(Nc1ccc(Cl)cc1)c1cc2n(n1)CC(c1ccc(Cl)cc1)OC2 (stereo unspecified)
13%	O=C(CSc1nc2c(c(=O)n1-c1ccc(F)cc1)SCC2)N1CCCCC1
25%&-10%	Cc1cccc(NC(=O)c2ccc3nccnc3c2)n1
11%	CC(C)NC(=O)CSc1nc2sccc2c(=O)n1-c1ccccc1

4 entries drawn at random from those above, as already listed:
KDM5B inhibitor	Molecule
8%	Cc1ccc(NC2(c3nnnn3-c3ccccc3C)CCCCC2)c(C)c1
20%	Cc1ccc(C2(C)NC(=O)N(CC(=O)NC(=O)NC(C)(C)C)C2=O)cc1 (stereo unspecified)
-8%	CCC[C@@H]1CN(c2cc(NCCO)ncn2)C[C@H]1C(=O)O
?	Cc1ccc(NC(=O)c2oc3ccccc3c2C)cc1C

Bioassay records as filed in PubChem BioAssay.
